# Screening data from PubChem BioAssay.
# hcGAS lum = blocks human cGAS activity; Q8N884; recombinant h-cGAS, ATP depletion, Kinase-Glo luminescence; inhibition, % at 12.5 µM; 290,000 tested, 0.081% active; AID 1259398;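 also: 0% = vehicle reaction and 100% = reaction without DNA for no activity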
# Target sequence (Q8N884 whole entry, looked up): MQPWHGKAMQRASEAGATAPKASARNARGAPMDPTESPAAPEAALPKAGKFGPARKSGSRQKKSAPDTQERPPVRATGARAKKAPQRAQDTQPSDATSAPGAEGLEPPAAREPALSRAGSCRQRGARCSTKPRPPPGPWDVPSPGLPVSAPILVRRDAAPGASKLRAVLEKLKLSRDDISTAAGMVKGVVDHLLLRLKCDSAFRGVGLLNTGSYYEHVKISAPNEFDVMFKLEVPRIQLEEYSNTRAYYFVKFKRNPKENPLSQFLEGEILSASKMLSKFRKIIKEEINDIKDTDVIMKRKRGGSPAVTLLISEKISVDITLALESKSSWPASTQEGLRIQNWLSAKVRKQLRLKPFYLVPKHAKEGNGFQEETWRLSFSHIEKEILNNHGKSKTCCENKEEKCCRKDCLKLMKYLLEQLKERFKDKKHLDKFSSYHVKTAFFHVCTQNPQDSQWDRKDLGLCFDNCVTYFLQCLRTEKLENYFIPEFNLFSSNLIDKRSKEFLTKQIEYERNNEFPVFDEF
# NPYLR7 ag = mosquito NPYLR7 agonism. HEK293T NPYLR7/Galpha15, GCaMP6s calcium fluorescence. activation, % at 10 µM. 270,000 tested, 0.15% active. AID 1259423; in the data active = activation above about 40%;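 also: 0% = vehicle and 100% = reference agonist at the receptor; some compounds past the cut are filed as inactive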
# mcGAS lum = mouse cGAS inhibition by luminescence. Q8C6L5. recombinant cGAS, Kinase-Glo ATP depletion luminescence. inhibition, % at 12.5 µM. 160,000 tested, 0.15% active;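 also: 0% = negative control wells and 100% = reference inhibitor with no enzyme activity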
# Active calls of the source: *; . = not tested or not shown; & = joins results of further samples. Rule as the data show it, unless noted: active = inhibition above about 40%; inactive = the rest.
SMILES,hcGAS lum,NPYLR7 ag,mcGAS lum
Cc1nc(C(C)C)ncc1C(=O)N1C[C@@H]2[C@@H]3CC[C@@H](C3)[C@@H]2C1,-6,11,.
Nc1cccc(C(=O)N(Cc2ccccc2)CC2CC2)c1,-6,0,-14
Cc1ccc(-n2c(C)nn(CN3CCN(c4ccc(F)cc4)CC3)c2=S)cc1,-3,-7,.
Cc1ccc(NC(=O)CCN2C(=O)c3ccccc3C2=O)cc1Cl,-2,11,-4
Cc1cc(C(=O)N=c2sc3cc4c(cc3n2C)OCO4)no1,-5,10,.
CC(C)(C1NCCc2[nH]cnc21)N1CCCCC1 (stereo not drawn),-2,.,-8
CCOc1ccc(NC(=O)N(CC(=O)N(Cc2ccccc2)Cc2sccc2C)C(C)C)cc1,-10,15,-6
CN1/C(=C/C=C2/SC(=S)N(CC(=O)O)C2=O)C(C)(C)c2ccccc21,-8,5,-7
CC1CCN(c2ccc(NC(=O)CN3C(=O)CN(C)C3=O)cc2)CC1,-6,1,-10
Cc1cccc(C)c1NC(=O)c1ccc(N)cc1,-9,-14,.
Cc1cccc(-n2c(SCc3cccc(C(F)(F)F)c3)nnc2-c2cccs2)c1,0,.,-4
COC(=O)[C@@H]1C[C@@H](N(C)C)CN1S(=O)(=O)c1c(C)noc1C,0,2,-9
COc1ccc(S(=O)(=O)N2CCc3ccccc3C2)cc1N1CCN(C(=O)C2(c3ccc(Cl)cc3)CCCC2)CC1,-3,25,-7
CCCOC(=NCCCOC)NC(=O)c1ccc(Cl)c(Cl)c1,-9,13,-4
CC(C)c1nc(CN(C)C(=O)N[C@H](C(=O)N[C@@H](Cc2ccccc2)C[C@H](O)[C@H](Cc2ccccc2)NC(=O)OCc2cncs2)C(C)C)cs1,0&-6,-7&-1,.
O=C(CCN1C(=O)c2ccccc2C1=O)Nc1ccc(C(=O)OC2CCCCC2)cc1,0,-1,-5
CO[C@@]1(NC(=O)CSCC#N)C(=O)N2C(C(=O)O)=C(CSc3nnnn3C)CS[C@@H]21,-4&-3,2&6,-6&-3
Oc1[nH]c2ccc(Br)cc2c1N=Nc1ccc(F)cc1,-6,-1,.
COCCN1C(=O)CC[C@]2(CNC(=O)C3CCC3)CCC[C@@H]12,-11,.,-6
COc1ccc2c(c1)-c1cc(Cl)ccc1S(=O)(=O)N2S(=O)(=O)c1ccccc1,-2,4,.
CCc1ccc2oc(=O)cc(CN3CCC(C(O)c4nccn4C)CC3)c2c1 (stereo not drawn),-7,0,.
CC(Oc1ccc(C(C)(C)C)cc1)C(=O)Nc1ccc(S(C)(=O)=O)cc1 (stereo not drawn),-11,5,.
C(=Nn1c(-c2ccc3c(c2)OCCO3)csc1=NC1CCCCC1)c1cccnc1,0,2,-5
CCc1nc2ccc(C(=O)NC(C)(C)C)cn2c1N(C)Cc1ccc(Cl)cc1,-6,-5,-4
O=C(c1ccncn1)N1CCN(c2nc(-c3ccccc3)nc3c2CCC3)CC1,-4,13,-16

# Taken from above:
# Reading for CC1CCN(c2ccc(NC(=O)CN3C(=O)CN(C)C3=O)cc2)CC1 under NPYLR7 ag: 1
# Reading for Cc1ccc(-n2c(C)nn(CN3CCN(c4ccc(F)cc4)CC3)c2=S)cc1 under NPYLR7 ag: -7

# New compounds follow:
SMILES,hcGAS lum,NPYLR7 ag,mcGAS lum
COc1ccc(C(=O)N(Cc2cccnc2)c2nc3c(OC)ccc(Cl)c3s2)cc1,-5,7,.
COc1cc(CN(C)C(=O)c2cc(N3CCN(c4cccc(C(F)(F)F)c4)CC3)nc3ccccc23)cc(OC)c1OC,-7,.,-6
COc1cc(C2Nc3ccccc3C(=O)N2Cc2ccc(C)cc2)cc(O)c1O (stereo not drawn),-11,13,.
COc1ccccc1-c1cccc(-c2cccc(NC(=O)C(Cl)Cl)c2)n1,-7,3,-7
CCCSCCNC1CCNCC1,0,6,-2
COCCN(Cc1ccc(OC)c(OS(=O)(=O)c2cccc(C(F)(F)F)c2)c1)S(=O)(=O)c1cccc2ccccc12,-4,9,-4
N#Cc1c(NC(=O)COC(=O)c2cc([N+](=O)[O-])ccc2Cl)sc2c1CCCCC2,0,-7,-2
CCOc1ccccc1CN1CCN(Cc2nccn2CC)CC1CCO (stereo not drawn),-7,18,.
Cc1cc(C)n(-c2ccc(F)cc2-c2nccn2CCc2cnc[nH]2)n1,-4,8,-11
COCCN(Cc1nc2ccccc2c(=O)[nH]1)C(=O)C=Cc1ccccc1OC,-9,-1,-8
COc1cccc(-c2c(NC(=O)C3CCCCC3)oc3ccccc3c2=O)c1,6,-6,.
COc1ccc(C(CCN(C)C)Oc2ccc(C(=O)N3CCN(C(C)C)CC3)cc2)cc1 (stereo not drawn),7,1,.
O=C(N[C@@H]1CCCCC1NC(=O)C1CCCN(S(=O)(=O)c2cccc(C(F)(F)F)c2)C1)c1ccc(F)cc1 (stereo partly drawn),-5,1,-4
O=C(O)Cc1csc(SCc2ccncc2)n1,2,2,.
Cc1ccnc(N=Cc2nc(-c3ccc(Cl)cc3)oc2O)c1,-3,16,-6
O=C(NC1CCCN(C(=O)c2ccccc2)C1)N1Cc2ccccc2C1 (stereo not drawn),-5,0,-4
CCN(CC)Cc1cc(C(=O)N2CC[C@H](CO)[C@H](O)C2)c(C)o1,-2,-1,.
OCCN1CCN(c2nc(Nc3ccc(Cl)cc3)c3nccnc3n2)CC1,19,1,.
CCCCC(=O)Nc1c(C)nc2c(C)cccn2c1=O,-14,5,.
CC(C)(C)c1ccc(S(=O)(=O)NC(=O)C2(C)CCN2C(=O)C2(c3ccccc3)CC2)cc1 (stereo not drawn),-10,2,.
O=C(O)c1ccccc1CN1CC[C@@]2(O)CCCC[C@H]2C1,-6,.,-13
N#Cc1ccccc1OCC(=O)Nc1cc(Cl)ccc1OCC(F)(F)F,-3,5,-13
COc1ccc(OCC(O)Cn2c(C(C)C)[n+](C)c3ccccc32)cc1 (stereo not drawn),-9,3,.
Cc1ccc(CN(CCc2ccccc2)C(=O)CN(Cc2ccc(Br)cc2)CC2CCCO2)o1 (stereo not drawn),-12,18,-3
CCCCn1c(=O)c2c(nc3n(CCCOC)c(C)c(C)n23)n(C)c1=O,-8,0,.
SMILES,hcGAS lum,NPYLR7 ag,mcGAS lum
O=C(CC1CNCCO1)N1CCC(c2cc(-c3ccccc3Cl)n[nH]2)CC1 (stereo not drawn),-7,25,-16
Cn1c(NCc2ccccc2)nc2cnc(Nc3ccccc3Cl)cc21,2,-9,-1
O=C1CN(CCc2ccccc2F)C2CS(=O)(=O)CC2N1c1ccccc1 (stereo not drawn),-6,6,.
Cc1cc2n(n1)CCN(Cc1cc3n(n1)CCCNC3)C2,-4,1,.
COc1cccc(-n2c(=O)[nH]c3c(C(N)=O)nc(-c4cccc(O)c4)nc32)c1,-5,16,.
O=C(CNc1ccc(Cl)cc1F)N1CCCc2ccccc21,-7,0,-6
O=S1(=O)NC(=NCC2CC3c4ccccc4C2c2ccccc23)c2ccccc21 (stereo not drawn),0,4,.
C=CCN(CC=C)C(=O)CSc1nc2scc(-c3ccc(F)cc3)c2c(=O)n1C,-3,1,.
C=CCNC(=O)CN1CCN(C(=O)Nc2ccc(C(C)C)cc2)CC1,-10,5,.
COc1ccc(CNC(=O)c2sc(=O)n(Cc3ccccc3F)c2C)cc1,-7,14,.
Cc1ccccc1-n1c(SCc2nc(C(=O)NCc3ccc(F)cc3)cs2)nnc1-c1ccco1,-8,12,-5
COC(=O)c1ccc2c(c1)N(Cc1ccccc1Cl)C(=O)C(C)O2 (stereo not drawn),1,3,.
COc1ccccc1N1CCN(CCN(C(=O)c2ccc(F)cc2)c2ccccn2)CC1,-7,5,-4
O=C(Nc1ccc(-c2noc(-c3ccc(F)cc3)n2)cc1)c1ccco1,-5,-3,.
O=C(Nc1ccc(Nc2ccc(-n3cccn3)nn2)cc1)Nc1ccccc1Cl,2,2,-1
Cc1ccc2c(n1)OC(COCc1ccco1)CN(Cc1ccc3c(c1)OCO3)C2=O (stereo not drawn),-12,-4,-9
Cn1nnc2c(SCc3ccccn3)ncnc21,-5,0,.
CCCC(=O)NCCc1nc2ccccc2n1CC,-11,-8,.
CC1=CC(C)(C)N(C(=O)CSc2nccc(C)n2)c2ccc(C)cc21,-3,-12,.
CCCCc1ccc(NC(=O)c2cccn(OCc3ccccc3F)c2=O)cc1,4,0,1
Cc1cccc(Cn2c3c(c(C)c2C(=O)N(C)Cc2ccccc2)CCCC3)c1,-5,.,-10
CC(CN1CCOCC1)C(=O)Nc1cnc2n1CCCC2 (stereo not drawn),-4,1,-22
CC(C)CC(C)n1nccc1NC(=O)c1cncc(Br)c1 (stereo not drawn),-19,0,.
Cc1cc(=O)n(-c2cc(S(=O)(=O)O)ccc2Cl)[nH]1,-4,2,-4
CC(C)(Oc1ccc(Cl)cc1)C(=O)O,-5&-7,-4&-3,-4

# Not a retest: 2 of the compounds above.
SMILES,hcGAS lum,NPYLR7 ag,mcGAS lum
Cc1cc(=O)n(-c2cc(S(=O)(=O)O)ccc2Cl)[nH]1,-4,2,-4
CC(C)(Oc1ccc(Cl)cc1)C(=O)O,-5&-7,-4&-3,-4

# Further compounds:
SMILES,hcGAS lum,NPYLR7 ag,mcGAS lum
COc1ccccc1NC(=O)N(Cc1ccc(F)cc1)Cc1ccc(OC)c(OS(=O)(=O)c2ccc(F)cc2)c1,-7,21,-4
CC(C)S(=O)(=O)Oc1ccc(CN(Cc2ccc(F)cc2)C(=O)c2ccccc2Cl)cc1,1,1,-3
CCc1nc(Sc2ccc(C(F)(F)F)cn2)n[nH]1,0,-2,.
CCCC1(C(=O)NCCS(=O)C(C)(C)C)CCC1 (stereo not drawn),-7,1,.
COc1ccc(Br)cc1-c1nc(C(N)=O)c2[nH]c(=O)n(-c3ccccc3)c2n1,-6,11,-9
CCOC(=O)[C@@H]1CN2CCN(S(=O)(=O)c3cccs3)C[C@@H]2[C@H]1c1ccccc1,-9,4,2
O=C(/C=C/c1cccs1)N(CCN1CCOCC1)c1nc2ccc(F)cc2s1,0,9,.
CC(NC(=O)CN1CN(c2ccccc2)C2(CCN(C(=O)Nc3ccc(Cl)c(Cl)c3)CC2)C1=O)c1ccccc1 (stereo not drawn),14,1,1
Cc1cccc(C(=O)NCCc2cc3ccc(C)c(C)c3[nH]c2=O)c1,-8,-2,.
COc1ccc(N2CC(CN3CCOCC3)Oc3ncccc3C2=O)cc1 (stereo not drawn),-2,24,-9
CCCC(=O)N(CCC)Cc1ccc(SC)cc1,-8,.,-11
CC1=C(C(=O)OCCC(C)C)C(c2ccc(OCc3ccccc3)cc2)NC(=O)N1C (stereo not drawn),-2,11,-6
CC(C)Oc1ccc(C(O)=C2C(=O)C(=O)N(CCN3CCOCC3)C2c2ccco2)cc1 (stereo not drawn),-5,2,-8
CCOc1ccc(/C=c2\sc3nc(-c4ccc(OC)cc4)nn3c2=O)cc1OC,-18,9,-7
Cc1onc(-c2c(F)cccc2Cl)c1C(=O)NC(=S)NCc1ccccc1,-6,9,-7
Cc1ccc(Oc2ncccc2CNc2nc(C(F)(F)F)nc(C)c2C)cn1,1,-1,-16
CCc1cn[nH]c1C1CCN(C(=O)[C@@H](N)Cc2c[nH]c3ccccc23)CC1,-2,2,-14
O=C(NCC1OCCc2ccccc21)c1cnn2c1CCCC2 (stereo not drawn),-4,7,-13
CCCCN(C=O)c1c(CC)nc2c(OCc3ccc(C(F)(F)F)cc3)cccn12,-6,6,-3
CC1CCCC(N(C)C(=O)c2cnc3onc(C(C)C)c3c2)C1 (stereo not drawn),-6,4,-5
CCOC(=O)C1=C(C)N=c2s/c(=C/c3cccc(Br)c3)c(=O)n2C1c1ccccc1 (stereo not drawn),-3,-7,-3
CCCN1CCCN(c2ccc(-c3nc(Cc4ccccc4)no3)cn2)CC1,1,-2,.
CSc1ccccc1NC(=O)CC1Sc2ccccc2NC1=O (stereo not drawn),-3,-6,.
COCCN1C(=O)COCc2ccc(-c3ccccc3C)cc21,5,-2,.

# Some of the entries so far, with tabs.
SMILES	hcGAS lum	NPYLR7 ag	mcGAS lum
O=C(NCC1OCCc2ccccc21)c1cnn2c1CCCC2 (stereo not drawn)	-4	7	-13
CCCCN(C=O)c1c(CC)nc2c(OCc3ccc(C(F)(F)F)cc3)cccn12	-6	6	-3
CC1CCCC(N(C)C(=O)c2cnc3onc(C(C)C)c3c2)C1 (stereo not drawn)	-6	4	-5
CCOC(=O)C1=C(C)N=c2s/c(=C/c3cccc(Br)c3)c(=O)n2C1c1ccccc1 (stereo not drawn)	-3	-7	-3

# Six compounds drawn at random from the list so far:
SMILES,hcGAS lum,NPYLR7 ag,mcGAS lum
COCCN1C(=O)COCc2ccc(-c3ccccc3C)cc21,5,-2,.
CC(C)Oc1ccc(C(O)=C2C(=O)C(=O)N(CCN3CCOCC3)C2c2ccco2)cc1 (stereo not drawn),-5,2,-8
CCCCN(C=O)c1c(CC)nc2c(OCc3ccc(C(F)(F)F)cc3)cccn12,-6,6,-3
CCCN1CCCN(c2ccc(-c3nc(Cc4ccccc4)no3)cn2)CC1,1,-2,.
CCOC(=O)[C@@H]1CN2CCN(S(=O)(=O)c3cccs3)C[C@@H]2[C@H]1c1ccccc1,-9,4,2
CSc1ccccc1NC(=O)CC1Sc2ccccc2NC1=O (stereo not drawn),-3,-6,.

# This is a random part of the collection (roughly 0.26% active in at least one column).
